Screens from PubChem.
CSN deneddyl inh: blocks human CSN-mediated cullin deneddylation. Q92905. Purified CSN, SCF-Nedd8-OG deneddylation, fluorescence polarization. inhibition, % at 12.5 µM. hit rate 0.38% among 360,000;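 active = pattern-corrected inhibition above about 35%, with an unprinted fluorescence ratio check between 0.5 and 1.5, limit read from the data, passing the limit was not always enough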;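 note: 0% = enzyme with substrate and 100% = substrate without enzyme; some results filed as inactive read as strong as hits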
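Schedule: reaction 90 min, room temperature / Assay system: HEK293T-derived human Csn5 enzyme / Input: Csn5 at 0.24 nM final / Measure: inhibition of Csn5 cleavage, % / Control set: substrate-only high control, full reaction low control / Technique: fluorescence polarization of the substrate / Buffer or medium: Tris/NaCl/DTT buffer, pH 7.5 / Reagent: SCFSkp2-Nedd8OG substrate at 10 nM final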
Rpn11 inh: Rpn11 (human) deubiquitinase inhibition | calls only at 20 µM | hit rate 0.59% among 360,000 | human 26S proteasome, Ub4-pepOG fluorescence polarization; 20S core pre-blocked with epoxomicin;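 active = inhibition at 20 µM, scaled to each plate's controls, above about 33%, limit read from the data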
MT1-MMP act inh: blocks activation of human MT1-MMP. P50281. HT1080 RFP-PRO-GFP cells, GFP/RFP ratio fluorescence, overnight; percent of plate control window, DMSO zero. GFP/RFP ratio change, % at 20 µM. hit rate 0.061% among 360,000;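 active = GFP/RFP ratio change of at least 30% with cell ATP level not reduced by more than half and red fluorescence within 50% of control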; note: strong numbers were not always called active
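Assay system: HT1080 cells carrying an RFP-PRO-GFP reporter | Dosing: Single dose of 20 µM compound, 1% DMSO final | Incubation: Cells overnight before dosing, compound overnight, 37 °C, 5% CO2 | Evaluation: GFP/RFP fluorescence ratio | Control set: DMSO and RFP-L50D-GFP cell wells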
FAS-TE inh: blocks the thioesterase domain of human fatty acid synthase | hit rate 0.67% among 360,000 | P49327 | recombinant FAS-TE, OMFH fluorogenic substrate, fluorescence endpoint | AID 602261 | inhibition, % at 15 µM;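 active = compounds whose normalised, plate-corrected inhibition of enzyme fluorescence in the single-dose primary screen is 50% or more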;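 note: 0% = DMSO with enzyme and 100% = substrate without enzyme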
bovine MsrA act: activators of bovine methionine sulfoxide reductase A | purified bovine MsrA, absorbance read-out | activation, % at 10.6 µM | hit rate 0.3% among 360,000 | AID 602163; in the data active = activation above about 7.5%;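 note: 0% = vehicle and 100% = reference activator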
MsrA inh: inhibits bovine methionine sulfoxide reductase A | AID 651718 | inhibition, % at 15.5 µM | hit rate 0.75% among 360,000 | purified bovine MsrA, absorbance read-out; in the data active = inhibition above about 4.5%;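 note: 0% = vehicle wells with enzyme and 100% = reference inhibitor wells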
Rin1 Abl inh: inhibitors of human Rin1-Abl protein interaction. P00519+Q13671. TR-FRET Rin1/Abl binding, biochemical. inhibition, % at 7.35 µM. hit rate 0.4% among 360,000; in the data active = inhibition above about 5%, passing the limit was not always enough
E coli Lon inh: inhibitors of E. coli Lon protease. purified E. coli Lon protease, fluorescence polarization. hit rate 0.42% among 360,000. inhibition, % at 7.94 µM. P0A9M0; in the data active = inhibition above about 13%, passing the limit was not always enough;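 note: 0% = enzyme with probe and DMSO and 100% = no enzyme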
PABP1 MLLE inh: blocks PAM2 peptide binding to the PABP1 MLLE domain; AID 588489; hit rate 0.36% among 360,000; GST-MLLE / FITC-PAM2 fluorescence polarization; inhibition, % at 20 µM; in the data active = inhibition above about 35%, passing the limit was not always enough;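 note: plate controls were DMSO wells with GST-MLLE for no effect and wells lacking GST-MLLE protein for full effect; some results filed as inactive read as strong as hits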
Active calls of the source: *; i = inactive; . = no result given. The order is random, and some 3.7% of all compounds hit somewhere here.

SMILES	CSN deneddyl inh	Rpn11 inh	MT1-MMP act inh	FAS-TE inh	bovine MsrA act	MsrA inh	Rin1 Abl inh	E coli Lon inh	PABP1 MLLE inh
COc1c2c(nc3occc13)C(CC=C(C)C)(OC)C(OC(C)=O)CC2 (configuration not stated)	-2	i	12	3	0	-0.7	3	-5	6
O=S(=O)(Nc1ccc(Cc2ccncc2)cc1)c1ccc(Cl)c(Cl)c1	0	i	-45	29	-10	-0.2	-3	-2	-1
COc1ccccc1OCCSc1nnc(C)n1-c1ccccc1	-4	i	1	-6	-8	0.9	-1	0	6
CC1CCC(NC(=O)C2c3ccccc3C(=O)N2Cc2ccc3c(c2)OCO3)CC1 (configuration not stated)	3	i	-3	7	-7	-0.5	-5	6	-10
COc1ccc2c(c1)-c1nc(NC(=O)c3ccco3)sc1CC2	-4	i	-2	10	-1	1.8	-1	-2	-7
Cc1cc(=O)oc(C)c1C(=O)OCC(=O)c1ccc(Br)cc1	3	i	10	10	-8	-0.9	3	-5	4
O=[N+]([O-])c1ccccc1S(=O)(=O)N1CCCc2ccccc21	0	i	-3	18	-3	0.9	-2	8	14
C[C@H]1CN([C@@H](C)CO)S(=O)(=O)c2ccc(Br)cc2O[C@H]1CN(C)C(=O)c1cnccn1	2	i	1	-4	-2	0.1	-3	5	-4
Cc1cc(C)nc(-n2nc(C)cc2Nc2ccccc2)n1	1	i	0	-2	-6	0.1	0	-2	4
Cc1ccc2c(c1)C(=O)CC1(CCC(C(C)(C)C)CC1)O2 (configuration not stated)	1	i	2	7	-5	-0.3	2	-1	-6
CC(C)C[C@H](NC(=O)c1nc[nH]c1C(=O)N[C@@H](CCCCNC(=O)OC(C)(C)C)C(=O)OC(C)(C)C)C(=O)OCc1ccccc1	-2	i	-21	20	1	0.9	0	10	-5
COc1cccc(-n2c(C)nc3c(cnn3-c3ccc(C)cc3)c2=O)c1	-2	i	-3	-1	-6	0.6	0	3	1
CN1C2Cc3c(n(C)c4ccccc34)C1CC=C2CO (configuration not stated)	-1	i	1	-11	-5	0.3	7	2	4
COc1ccccc1C(=O)Nc1cc(-c2ccc(C)cc2)no1	-1	i	-1	22	-1	0.5	0	1	16
COc1ccc(C2=NN(CC(=O)Nc3ccccc3C)C(=O)CC2)cc1	3	i	0	-1	-5	-0.3	0	-11	-11
CCCCCCCCC(=O)N1C(C)CCC1C (configuration not stated)	2	i	2	0	-1	0.1	0	3	-2
CN(c1ccccc1)c1nc(N)c([N+](=O)[O-])c(Nc2ccc(F)cc2)n1	-1	i	-3	12	2	0.0	2	-14	7
COc1ccccc1C(=O)Nc1nnc(-c2ccc3c(c2)CCCC3)o1	-5	i	-3	16	0	-1.2	-1	-3	-6
O=C(NCC1CCCN1S(=O)(=O)c1ccccc1)C(=O)NC1CC1 (configuration not stated)	-3	i	1	-5	-7	2.8	0	-3	-3
O=C(COC(=O)Cc1ccc(Cl)cc1)NCCc1ccccc1	-4	i	-1	-2	-10	0.6	1	5	2
O=C(CCN1C(=O)c2ccccc2C1=O)Nc1ccc(F)cc1	-1	i	12	-4	0	0.0	-5	0	8
COc1ccc(C(CNCC(O)COc2c(C)ccc(C)c2C)N(C)C)cc1 (configuration not stated)	4	i	3	-8	-2	0.2	0	-6	0
Cn1c(=O)c2cc(S(=O)(=O)NCCC(=O)Nc3ccccc3F)ccc2n(C)c1=O	-3	i	-2	-8	-3	-0.2	-3	0	-11
CCOC(=O)c1c(S(=O)(=O)NCC2CCN(CCc3cccs3)CC2)c(C)n(C)c1C	2	i	-3	-9	-4	-0.4	-2	9	-20
O=C(O)CC/C(=C\c1cccc(NC(=O)c2ccccc2Cl)c1)c1nc2ccccc2s1	5	i	.	0	-4	1.7	-2	0	-5
Cn1nccc1NC(=O)COCC(=O)O	1	i	-2	-6	-1	0.2	-1	7	16
COc1ccccc1NC(=O)CC1Nc2ccccc2NC1=O (configuration not stated)	-3	i	-5	-1	-3	1.4	1	-5	-42
C/C(=N/NC(=O)CNC(=O)COc1ccccc1)c1ccc(Cl)cc1	-1	i	2	-3	-3	0.5	2	-8	-2
Cc1onc(-c2ccccc2)c1C(=O)NC(CC(=O)O)c1ccc(OC(C)C)cc1 (configuration not stated)	3	i	3	-6	-1	0.6	-1	-6	-21
C=CCN(CC=C)C(=O)c1c(OC)cccc1OC	-11	i	0	0	-2	-0.3	0	-1	13
COc1ccc(NC(=O)CN(C)C(=O)C(NC(=O)c2ccco2)C(C)C)cc1 (configuration not stated)	-2	i	-1	-6	-3	0.6	1	-3	-3
CC(C)c1ccccc1NC(=O)Nc1ccc2c(c1)OCO2	-3	i	-1	3	-1	0.1	6	-2	-9
CC1(C(=O)O)CCCN1C(=O)c1ccc(Cl)cc1Cl (configuration not stated)	-2	i	1	-10	-1	0.2	1	2	5
CC(C)(C)S(=O)(=O)/C(C#N)=C/Nc1ccccn1	-1	i	9	-5	-2	0.0	0	6	8
Cc1ccc2c(c1)N(CCCC(=O)Nc1cccc(C(F)(F)F)c1)C(=O)CO2	3	i	-2	21	-3	0.0	-1	-5	-19
COc1cccc(C(=O)C2CCCN(C(=O)c3ccccc3Cl)C2)c1 (configuration not stated)	-4	i	0	-14	-2	-1.1	-4	0	2
Cc1ccc(NC(=O)CSc2ccc(-c3cccnc3)nn2)cc1	0	i	3	2	-9	0.0	0	-12	8
COC(=O)c1ccc(-c2ccc([C@H]3[C@H]4C=CC[C@@H](C)[C@@H]4C(=O)N3Cc3ccccc3)c(F)c2)cc1	4	i	4	18	-9	-0.3	1	11	-4
CCOC(=O)c1c2n(c3ccc(O)cc13)CCC2	6	i	6	-8	-4	-0.3	2	0	-1
CCOC(=O)C1(Cc2cccc(OC)c2)CCN(CCO)CC1	3	i	0	-8	-3	2.0	1	-5	-8

Four structures out of the list, arranged by heavy-atom count, rising:
SMILES	CSN deneddyl inh	Rpn11 inh	MT1-MMP act inh	FAS-TE inh	bovine MsrA act	MsrA inh	Rin1 Abl inh	E coli Lon inh	PABP1 MLLE inh
CC(C)c1ccccc1NC(=O)Nc1ccc2c(c1)OCO2	-3	i	-1	3	-1	0.1	6	-2	-9
CCOC(=O)C1(Cc2cccc(OC)c2)CCN(CCO)CC1	3	i	0	-8	-3	2.0	1	-5	-8
COc1ccc(NC(=O)CN(C)C(=O)C(NC(=O)c2ccco2)C(C)C)cc1 (configuration not stated)	-2	i	-1	-6	-3	0.6	1	-3	-3
COC(=O)c1ccc(-c2ccc([C@H]3[C@H]4C=CC[C@@H](C)[C@@H]4C(=O)N3Cc3ccccc3)c(F)c2)cc1	4	i	4	18	-9	-0.3	1	11	-4

Going on with the list.
SMILES	CSN deneddyl inh	Rpn11 inh	MT1-MMP act inh	FAS-TE inh	bovine MsrA act	MsrA inh	Rin1 Abl inh	E coli Lon inh	PABP1 MLLE inh
COc1ccc(S(=O)(=O)N2CCN(C(=O)c3ccco3)CC2)cc1C(C)(C)C	-5	i	3	-7	-9	0.6	2	-3	-10
Cc1cc(=O)[nH]c(SCn2nnc3ccccc3c2=O)n1	-2	i	7	-4	-1	-0.3	-4	-9	43*
O=S1(=O)NC(=NCCOCCO)c2ccccc21	6	i	-1	-8	-2	-0.8	-2	12	12
O=C(C1CCC1)N1CCc2cc(S(=O)(=O)Nc3ccc4c(c3)OCCO4)ccc21	-4	i	-3	6	-5	-0.1	-3	-4	-15
CC(=O)c1ccc(NC(=S)N2CCN(C(=S)Nc3ccc(C(C)=O)cc3)C(C)C2)cc1 (configuration not stated)	-10	i	1	-4	-3	-0.1	0	7	-83
Cc1cc(C(=O)N2CCc3ccccc32)c2ccccc2n1	0	i	4	-6	-2	1.4	5	-2	-11
CC(C)COC(=O)c1ccccc1OC(=O)c1ccncc1	0	i	3	-5	-2	0.8	1	-3	-5
COc1ccccc1CNC(=O)CSc1nc(=O)n(Cc2ccncc2)c2c1CCC2	2	i	-2	-3	-6	0.6	3	-8	7
O=C(NCCc1nccs1)C1CCC(=O)N(Cc2cccc(C(F)(F)F)c2)C1 (configuration not stated)	-2	i	-1	0	-1	0.0	-3	0	4
Cc1ccc(S(=O)(=O)CCC(=O)OCC(=O)c2cc(C)ccc2C)cc1	-8	i	3	12	-1	3.7	0	-2	-2
Cc1ccc(/C=N/NC(=O)CSc2nc3ccccc3c(=O)n2-c2ccccc2C)s1	0	i	-1	51*	-3	0.6	-2	-41	18
COC(=O)C1=NN(C(=O)c2cccc(Cl)c2)C(O)(C(C)(C)C)C1 (configuration not stated)	-8	i	7	-1	-3	0.8	-2	-5	2
COC(=O)c1ccc2nc(C(C)(C)C)c(Cc3ccc(OC)cc3C)n2c1	5	i	-3	-5	-3	-0.1	2	-14	-31
Cc1[nH]c(=O)[nH]c(=O)c1N(C)C	1	i	1	9	-2	-0.4	-3	-9	2
CCN(C(=O)COC(=O)c1cc(S(=O)(=O)N2CCOCC2)ccc1F)C1CCS(=O)(=O)C1 (configuration not stated)	-1	i	5	-8	-10	-0.7	-3	8	-4
COc1ccc(Cc2nc3ccc(C(=O)N(C)CC4COCCO4)cc3o2)cc1 (configuration not stated)	-2	i	-7	-5	-13	-0.3	2	12	5
COc1ccc(NS(=O)(=O)c2ccc(-n3nnc4ccccc43)c([N+](=O)[O-])c2)cc1	2	i	-5	23	0	0.2	2	-7	2
CCn1c(=O)c2c(nc3n2CCS3)n(C)c1=O	2	i	-3	-7	-3	-0.7	-4	-1	7
CCCC(C(=O)NC(C)(C)C)N(CCN1CCOCC1)C(=O)CNS(=O)(=O)c1ccccc1 (configuration not stated)	-3	i	-2	-3	-3	0.1	0	1	15
COC(=O)c1ccc(NC(=O)c2ccc(NS(=O)(=O)c3cccc4cccnc34)cc2)cc1	-1	i	2	11	-2	.	-1	5	7
COc1ccc(N2CC(NS(=O)(=O)c3cccs3)CC2=O)cc1OC (configuration not stated)	-8	i	8	-5	-8	-1.6	6	-17	0
CCCc1cc(C(=O)NC2CCCN(Cc3ccccc3F)C2)no1 (configuration not stated)	-2	i	1	-3	-7	-1.1	6	-3	-4
O/N=C(\c1ccccn1)C1CC1c1ccccc1 (configuration not stated)	-5	i	2	-7	0	1.8	2	-7	2
O=S(=O)(c1cccc2cnccc12)N1CCNCC1	-4	i	-14	-4	-8	1.1	-5	1	14
Cc1ccccc1CCNC(=O)C1CCCN(c2cnccn2)C1 (configuration not stated)	-1	i	1	-6	-5	-0.1	0	-3	12
CCOc1ccc(-n2nc(C(=O)NC3CCCCC3)c3ccccc3c2=O)cc1	-5	i	-7	10	-2	0.0	1	-7	-11
COc1cccc(-c2cnc3c(NC=O)cc(-c4ccc(O)c(OC)c4)cn23)c1	-1	i	3	21	-1	0.2	-5	-1	-23
O=C(c1ccc(N2CCCC2)c([N+](=O)[O-])c1)N1CCN(CCO)CC1	-4	i	3	-4	-1	0.6	-3	0	4
CCCCn1c(N)c(N(CCOC)C(=O)c2cc(-c3ccccc3)nc3ccccc23)c(=O)[nH]c1=O	0	i	-3	-6	0	0.4	0	-4	5
Cc1ccc(Cn2nnc3c(=O)n(CC(=O)NCC4CCCO4)cnc32)cc1 (configuration not stated)	1	i	1	-8	-2	0.6	5	6	-10

PABP1 MLLE inh: entries above that show a hit
compound | CSN deneddyl inh | Rpn11 inh | MT1-MMP act inh | bovine MsrA act | MsrA inh | Rin1 Abl inh | E coli Lon inh | PABP1 MLLE inh
Cc1cc(=O)[nH]c(SCn2nnc3ccccc3c2=O)n1 | -2 | i | 7 | -1 | -0.3 | -4 | -9 | 43*
